From PubChem BioAssay
SSB-PriA inh: K. pneumoniae PriA-SSBct interaction inhibition. AlphaScreen SSBct-PriA binding, biotinylated peptide. inhibition, % at 33 µM. hit rate 0.6% among 430,000; in the data active = inhibition mostly above about 37%, no sharp cut-off; inactive = mostly below about 20%;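 also: plate controls were negative control peptide for no effect and reference peptide for full effect; strong numbers were not always called active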
An asterisk follows results filed as active; & = joins results of further samples. An excerpt; rates above refer to the full screens.

SMILES | SSB-PriA inh
Cc1ccc2c(C)nc(N=C(N)NC(=O)N3c4ccccc4Sc4ccccc43)nc2c1 | 0
Cc1nnsc1C(=O)N(Cc1cccs1)C1CCOCC1 | 6
COc1cc(/C=N\NC(=O)CNC(=O)c2cccc3ccccc23)cc(OC)c1OC | 2
O=C(NCC1(O)CCc2ccccc2C1)c1cc(C2CC2)on1 (stereo not drawn) | -21
O=S(=O)(Cc1ccccc1F)NCC(c1ccsc1)N1CCc2ccccc2C1 (stereo not drawn) | -6
CC(=NNc1cc(C(F)(F)F)ccc1Cl)c1ccncc1 | -15
O=C(NCc1cccs1)NCC1(O)CCOc2ccccc21 (stereo not drawn) | -6
COc1cc2c(cc1OC)C(COc1ccc([N+](=O)[O-])cc1)N(C(=O)c1ccc(S(=O)(=O)N3CCCC3)cc1)CC2 (stereo not drawn) | -8
CCOc1cc(C=NO)ccc1OCc1ccc([N+](=O)[O-])cc1 | -10
COc1ccc(Cl)cc1C(=O)NCc1nc(-c2cccn2C)no1 | -2
Cc1ccc(C(=O)ON=Cc2c(Cl)n(C)c3ccccc23)cc1 | -6
CC1(C)C2CCC1(CS(=O)(=O)N1CCOC(c3ccccc3)C1)C(=O)C2 (stereo not drawn) | 5
COc1ccc(Cl)cc1C(=O)OCn1c(SC)nnc(C)c1=O | 13
CCOC(=O)c1ccc(S(=O)(=O)NCCn2ncccc2=O)cc1 | -6
COc1cc(=O)n(C)cc1C(=O)N1CCc2[nH]c(=O)c(C#N)cc2C1 | -14
O=C(N1CCN(c2ccc(-c3cccnc3)nn2)CC1)C1(c2ccccc2)CCOCC1 | -24
NC(=NOC(=O)/C=C/c1ccc(Br)cc1)c1ccccn1 | -22
CC(C)c1nsc(=NC(=Nc2ccccc2)c2ccccc2)n1Cc1ccccc1 | 7
CC(C)(C=NNC(=O)CSCc1ccccc1Cl)CCC#N | -14
CC(=O)OC1CC2(C)C(=NO)CCC2C2CCc3cc(O)ccc3C12 (stereo not drawn) | 1
COc1cc(/C=N\NC(=O)C2CCN(CC(O)COCc3ccccc3)CC2)ccc1O (stereo not drawn) | -2
Brc1ccc2[nH]cc(C=NN3CCCCC3)c2c1 | 18
C[C@](O)(CNC(=O)Cn1c(=O)oc2ccccc21)c1ccc(-c2ccccc2)cc1 | -6
c1cn2c(n1)NCC2 | -17&17
COC(=O)c1ccc(NS(=O)(=O)c2cccc(S(C)(=O)=O)c2)cc1 | 0
Other results
SMILES | SSB-PriA inh
CCOc1ccc(NC(=O)CCC(=O)N/N=C\c2c[nH]c3ccccc23)cc1 | -3
O=C(c1cc(=O)[nH]c2ccccc12)N1CCCC(Cc2nc(-c3ccsc3)no2)C1 (stereo not drawn) | -8
CCOC(=O)CSc1nc2cc(C(=O)OC)ccc2c(=O)n1Cc1ccc(Cl)cc1 | -14
O=C1OC2(CCN(C(=O)c3ccc(-n4cccc4)cc3)CC2)c2ccccc21 | 27
COCCN1CCC(CNC(=O)Cc2cccs2)CC1 | -3
O=C(c1ccc(OC(F)(F)F)cc1)N1CC(S(=O)(=O)C2CCCCC2)C1 | -1
Cc1cc2ncn(C(C)C(=O)N3CCCCCC3)c2cc1C (stereo not drawn) | -7
Cn1nnc2c(Nc3ccc(F)c(Cl)c3)ncnc21 | -8
O=C(N=C1NC(=O)C(F)(C(F)(F)F)S1)NC1CCCCC1 (stereo not drawn) | -6
Cc1ccc(SCCC(=O)Nc2nc3c(s2)CC(C)CC3)cc1 (stereo not drawn) | -8
CN=C1SC(CC(=O)Nc2ccc(F)cc2F)C(=O)N1N=Cc1ccc(OC(F)F)c(OC)c1 (stereo not drawn) | -5
COc1ccc(CNC(=O)N2CCN(CCn3ccnc3-c3ccccc3)CC2)cc1OC | -16
O=S(=O)(c1cccnc1)N1CCC(N2CCc3sccc3C2)CC1 | -10
CCn1nnc2c(SC)ncnc21 | -9
CCCS(=O)(=O)N1CCN(c2ccc3nnc(C4CC4)n3n2)CC1 | -5
COc1ccccc1-n1ncc2c(C)nnc(SCC(=O)Nc3ccc(C(N)=O)cc3)c21 | -15
O=C(Nc1ccc(F)c(F)c1)c1c(O)c2ccccc2n(-c2ccccc2)c1=O | -21
N#C/C(=C/c1ccccc1Cl)C(=O)Nc1sc2c(c1C(N)=O)CCCC2 | 9
COC(=O)N1CCC(CNC(=O)CCc2ccccc2Br)CC1 | 8
O=C1CS/C(=N\NC(=O)c2ccncc2)N1 | 2
O=S(=O)(NC[C@@H](c1cccnc1)N1CCN(c2ccccc2)CC1)c1ccc(Cl)cc1 | -11
Cn1cc(C(=O)NCC#CCOc2ccccc2C(N)=O)nn1 | 1
O=C(Nc1ccccc1Cc1nc(-c2cccnc2)no1)c1c(F)cccc1F | -11
COC(=O)c1ccc(C(=O)NCC2(O)CCc3ccccc3C2)cc1 (stereo not drawn) | -14
O=C(NCc1nc(-c2ccccc2)no1)C1CN(C(=O)c2cnccn2)C1 | -19
(more compounds)
SMILES | SSB-PriA inh
O=C(CCC1CCCCC1)NCCn1ncc2c(=O)n(Cc3ccccc3)cnc21 | -23
O=S(=O)(NCC(c1ccco1)N1CCOCC1)c1ccc2c(c1)OCCO2 (stereo not drawn) | -10
Fc1ccc(-c2ccc(C=Nn3cnnc3)o2)cc1 | -14
Cn1cc(S(=O)(=O)NCC(O)(c2ccccc2)C(F)(F)F)cn1 (stereo not drawn) | -1
CC(=O)c1sc(NN=Cc2ccc(N(C)C)cc2)nc1C | -24
COc1ccc2nc(N(CCn3cccn3)C(=O)C3=COCCO3)sc2c1 | -2
O=C(Nc1nc2c(s1)COCC2)c1ccc(-n2cccc2)cc1 | -26
O=C(Oc1ccc2nc(N3CCN(c4ccccc4)CC3)sc2c1)c1nc2ccccc2s1 | -6
O=C(Nc1ccc(-c2ccc(N3CCCC3)nn2)cc1)c1cc(-c2ccc(F)cc2)n[nH]1 | -12
CCc1cccc2sc(N(Cc3ccccn3)C(=O)c3ccc(S(=O)(=O)N4CCOCC4)cc3)nc12 | -2
O=C(Nc1ccc(Br)cc1C(=O)c1ccccc1Cl)c1ccc([N+](=O)[O-])s1 | 2
Cc1cc2ncc3c(n2n1)CCN(C(=O)c1sc(-n2cccc2)nc1C)C3 | 0
CNc1cc(-c2ccccc2)nc2c(-c3ccccc3)c(C)nn12 | -182
Cc1cc(C)c(C)c(S(=O)(=O)NCC(=O)NCCc2ccccc2)c1C | -8&-2
O=C(c1ccc(F)cc1Cl)N1CCC(N2CCC(Oc3nccs3)CC2)CC1 | -2
O=C(/C=C/c1ccc([N+](=O)[O-])cc1)N1CCc2cc(S(=O)(=O)NC3CCCC3)ccc21 | 4
NC(=O)C1CCN(c2nc3ccccn3c(=O)c2C=O)CC1 | 5
CCCS(=O)(=O)N1CCc2ccc(NC(=O)c3ccc(-c4ccccc4)cc3)cc2C1 | -13
O=C(NCCOc1ccccc1)C1c2ccccc2Oc2ccccc21 | -14
CSc1ccccc1NC(=O)C(=O)NCCc1c[nH]c2ccccc12 | 22
COc1ccccc1-c1cc(C(=O)Nc2cnn(CC3COc4ccccc4O3)c2)n(C)n1 (stereo not drawn) | -1
O=C(CCS(=O)(=O)c1ccccc1)NC[C@@](O)(c1cccs1)C1CC1 | -14
COc1cn(CC(=O)Nc2ccc([N+](=O)[O-])cc2)c(CSc2ccc(Cl)cc2)cc1=O | 2
Cc1nnsc1C(=O)Nc1nc2ccc(Cl)cc2s1 | -5
CCC(C)NC(=O)Cc1csc(SCC(=O)c2cccs2)n1 (stereo not drawn) | -10
Remaining list, next part.
SMILES | SSB-PriA inh
COc1ccccc1[C@H](CNC(=O)C(=O)Nc1cccc(N2CCCCC2=O)c1)OC | -17
COc1ccccc1-n1ncc2c(C)nnc(SC)c21 | 2
Cn1nc(CNC(=O)C2CCN(S(C)(=O)=O)CC2)cc1-c1cccs1 | -10
O=c1[nH]nc(C2CC2)c2cnn(-c3ccc(F)cc3)c12 | -5
O=C(Cc1csc(Nc2cccc(C(F)(F)F)c2)n1)Nc1cccnc1 | -3
O=C(CCS(=O)(=O)c1ccccc1)Nc1ccsc1-c1nc(C2CC2)no1 | -4
CCCCn1c(SCC(=O)N2CCCCC2)nc2c(-c3ccccc3)c[nH]c2c1=O | -11
CCc1nnc(C2CCN(C(=O)C(C)(C)C)CC2)s1 | -7
O=C(Cc1csc(Nc2cccc(C(F)(F)F)c2)n1)NCc1ccncc1 | 4
COc1ccc(C(=O)Nc2ccc3c(c2)CCC(=O)N3C)cc1F | 0
CC(C)(C)OC(=O)C[C@@H]1C/C=C/C[C@@H](CC(=O)NCCO)C(=O)N2CCC[C@H]2COC1=O | -1
COC(=O)c1ccccc1OC1OC(CO)C(O)C(O)C1O (stereo not drawn) | -15
CC(C)n1cnc(S(=O)(=O)NCC(C)(O)c2cc3ccccc3s2)c1 (stereo not drawn) | 6
O=C(CCS(=O)(=O)c1ccc(F)cc1)Nc1nc(-c2ccc(Cl)cc2Cl)cs1 | 2
COc1ccccc1OCCCCn1nnc2ccccc21 | -31
CC(=O)Nc1cccc(C(=O)CSc2nnc(CCn3ccc(=O)[nH]c3=O)o2)c1 | -10
CCOc1ccccc1NC(=O)C(C)Oc1cccc(Br)c1 (stereo not drawn) | -115
CC(NCC(O)COc1ccc(-c2ccccc2)cc1)c1ccccc1 (stereo not drawn) | 1
O=C(CSc1nnc2scc(-c3ccc(Cl)cc3)n12)N1CCCCCC1 | -24
Cc1nn2c(NCCCn3ccnc3)c3c(nc2c1-c1ccccc1)CCCC3 | 2
Cc1nnc2ccc(-c3cccc(NC(=O)c4cc(Cl)ccc4Cl)c3)nn12 | -5
O=c1c2ccccc2c2cc3nc4ccccc4c(=O)n3c3cccc1c23 | -7
Cc1cc(C(=O)Nc2nc(C(=O)NCC(F)(F)F)co2)no1 | 1
O=C(Cn1c(=O)c2oc3ccccc3c2n(CC(=O)NC2CCCCC2)c1=O)NC1CC1 | -2
CS(=O)(=O)NCCOc1ccc2c(c1)OCO2 | -2
(cont.)
SMILES | SSB-PriA inh
COc1ccc2cc(C(=O)N3CCCC(Cc4nc(C5CC5)no4)C3)[nH]c2c1 (stereo not drawn) | -5
COc1ccc(NC(=O)c2ccc(=O)n(Cc3ccccc3F)c2)cc1OC | -1
O=C(Nc1cc(Cl)ccc1Cl)N1CCN(c2ccc3nncn3n2)CC1 | 1
CCOC(=O)C1CCc2sc(NC(=O)CN(C)c3nc4c(C(F)(F)F)cccc4s3)nc21 (stereo not drawn) | -13
Cc1nnc(NCCCO)[nH]c1=O | -11
O=C(Cn1cc(-c2ccc(F)cc2)cn1)N1CCN(C2CCCCC2)CC1 | -11
CN1CCCc2cc(CCNC(=O)COc3ccccc3)ccc21 | 70
COCc1c(C2=NNC(=Cc3ccccc3)O2)nnn1-c1cccc(C(F)(F)F)c1 | -8
COc1ccc2nc(-c3ccc(NC(=O)C4CC4)cc3)cn2n1 | -13
COc1ccc(NC(=O)CSc2nnnn2-c2cccc(C)c2C)cc1OC | -2
N#Cc1nccnc1N1CCC(CNC(=O)c2ccccc2F)CC1 | -20
NC1CS(=O)(=O)CC1Cl (stereo not drawn) | -7
NS(=O)(=O)c1ccc2nc(NC(=O)CCSc3ccc(Cl)cc3)sc2c1 | -7
COC(=O)c1ccc(/C=C/C(=O)c2ccco2)cc1 | -4
COc1ccc(S(=O)(=O)NCCN2CCOC(c3ccccc3)C2)cc1Cl (stereo not drawn) | 2
CC(C)C(NC(=O)c1ccccc1F)c1nc2ccccc2[nH]1 (stereo not drawn) | -3
COc1ccc(S(=O)(=O)NCCNc2cc(Nc3ccccn3)ncn2)cc1Cl | -6
O=C(CCCC(=O)Nc1ccc(Br)cc1)NN=Cc1ccccc1 | 4
O=C(Nc1cc(F)cc(F)c1)c1cc(S(=O)(=O)N2CCCCCC2)ccc1O | -2
O=C(Nc1nc(-c2ccccn2)cs1)c1ccccc1Br | 91*
O=C(CSc1ccc(-c2ccncc2)nn1)NCc1ccccc1Cl | -9
O=C(c1ccccc1S(=O)(=O)C(F)F)N1CCC2(CC1)OCCS2 | -29
O=C(O)c1cccc(Nc2nc3ccc(Br)cc3c(-c3ccccc3)c2-c2cc(-c3ccccc3)c3cc(Br)ccc3n2)c1 | -8
CCSc1nnc(NC(=O)CCn2cnc3c(cnn3-c3ccc(F)cc3)c2=O)s1 | -19
Cc1nc2ccccc2nc1NN=Cc1ccc(O)cc1O | 32

Structural class, the entries above containing bromine (8)
SMILES | SSB-PriA inh
NC(=NOC(=O)/C=C/c1ccc(Br)cc1)c1ccccn1 | -22
Brc1ccc2[nH]cc(C=NN3CCCCC3)c2c1 | 18
COC(=O)N1CCC(CNC(=O)CCc2ccccc2Br)CC1 | 8
O=C(Nc1ccc(Br)cc1C(=O)c1ccccc1Cl)c1ccc([N+](=O)[O-])s1 | 2
CCOc1ccccc1NC(=O)C(C)Oc1cccc(Br)c1 (stereo not drawn) | -115
O=C(CCCC(=O)Nc1ccc(Br)cc1)NN=Cc1ccccc1 | 4
O=C(Nc1nc(-c2ccccn2)cs1)c1ccccc1Br | 91*
O=C(O)c1cccc(Nc2nc3ccc(Br)cc3c(-c3ccccc3)c2-c2cc(-c3ccccc3)c3cc(Br)ccc3n2)c1 | -8

An excerpt of these results, as comma-separated lines.
molecule,SSB-PriA inh
Cc1nnc2ccc(-c3cccc(NC(=O)c4cc(Cl)ccc4Cl)c3)nn12,-5
O=c1c2ccccc2c2cc3nc4ccccc4c(=O)n3c3cccc1c23,-7

3 entries drawn at random from those above:
SMILES | SSB-PriA inh
COC(=O)c1ccc(/C=C/C(=O)c2ccco2)cc1 | -4
O=C(Cn1cc(-c2ccc(F)cc2)cn1)N1CCN(C2CCCCC2)CC1 | -11
Cc1nnc(NCCCO)[nH]c1=O | -11

Next section.
SMILES | SSB-PriA inh
O=C(NNC(=O)c1cccn(Cc2ccc(F)cc2)c1=O)c1ccc(F)cc1F | -9
COc1ccc(C=NNC(=O)CNC(=O)c2ccncc2)cc1 | -6
O=C(NCc1n[nH]c(=S)n1-c1ccccc1Cl)c1cccc2ccccc12 | 2
Cc1noc(C2CN(C(=O)c3ccc(C(F)(F)F)cc3)C2)n1 | -12
Cc1occc1C(=O)NN=Cc1c[nH]c2ccccc12 | -9
CCOC(=O)C(C)Sc1nnc(CNC(=O)c2ccc(OC)cc2)n1-c1ccccc1Cl (stereo not drawn) | -9
CCCCOc1ccc(C(=O)Nc2ccc3c(c2)C(=O)NCC3)cc1 | -12
CCOC(=O)C1=C(C)N=c2sc(=Cc3cccc(OCC(=O)O)c3)c(=O)n2C1c1ccccc1OC (stereo not drawn) | -7
O=C(Cn1c(=O)nc(-c2ccccc2)c2cc(Cl)ccc21)N1CCN(c2ccccc2F)CC1 | 0
